# Bioassay records: PubChem BioAssay, National Center for Advancing Translational Sciences (NCATS)
# TR SRC2 fluor cs: counter-screen for TRb-SRC2 inhibitors: fluorescence interference. TRb/SRC2 Texas Red total fluorescence interference. Potency, µM (doses to about 106 µM), for the others: top-dose fluorescence change, negative = quenching. actives 0.29% (n = 280,000); active means well fitted curve in either direction with a large enough effect; inconclusive means small, poorly fitted or top-dose-only effect
#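 Human TRb ligand-binding domain at 0.6 uM with 20 nM Texas Red SRC2 peptide in Tris buffer containing 1 uM T3 and 5% DMSO, incubated with compound 5 h at ambient temperature. Total fluorescence (555/632 nm) calculated as parallel + 2 × perpendicular.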
# RECQ1 inh: blocks DNA unwinding by human RECQ1; P46063; RECQ1 DNA unwinding, red fluorescence kinetic read; Potency, µM (highest dose often 57.3 µM), for the others: top-dose activity, negative = inhibition, usual class: inhibitors; actives 0.54% (n = 240,000); AID 2549;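 further: plate controls were vehicle for no effect and no enzyme for full effect; nearly all actives have a fitted effect of over 30% in size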
# Target sequence (P46063 whole entry, looked up): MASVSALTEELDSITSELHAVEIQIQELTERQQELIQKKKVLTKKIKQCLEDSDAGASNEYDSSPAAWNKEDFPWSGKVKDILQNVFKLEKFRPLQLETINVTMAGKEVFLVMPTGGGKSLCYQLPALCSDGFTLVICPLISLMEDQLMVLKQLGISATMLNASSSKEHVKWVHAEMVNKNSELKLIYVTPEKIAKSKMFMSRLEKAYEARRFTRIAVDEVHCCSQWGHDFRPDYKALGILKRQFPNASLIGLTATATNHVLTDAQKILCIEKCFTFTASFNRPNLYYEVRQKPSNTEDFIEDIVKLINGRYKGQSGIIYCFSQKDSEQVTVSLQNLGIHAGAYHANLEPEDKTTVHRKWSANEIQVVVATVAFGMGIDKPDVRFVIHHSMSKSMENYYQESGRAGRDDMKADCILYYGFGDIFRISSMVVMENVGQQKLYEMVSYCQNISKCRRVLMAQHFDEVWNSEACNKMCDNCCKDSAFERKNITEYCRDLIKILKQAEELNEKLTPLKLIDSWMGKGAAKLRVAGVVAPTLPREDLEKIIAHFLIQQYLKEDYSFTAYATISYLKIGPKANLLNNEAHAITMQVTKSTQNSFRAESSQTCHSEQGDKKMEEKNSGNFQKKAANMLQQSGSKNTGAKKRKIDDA
#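 50 nM RECQ1T1 preincubated 15 min with compound in Tris pH 8.0 buffer with MgCl2, DTT, Tween-20 and 2.5 ug/ml poly(dI-dC); started with 200 nM TAMRA/BHQ-2 forked duplex and 2 mM ATP. Unwinding read as fluorescence (525/598 nm), two reads 2 h apart.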
# TRb SRC2 PPI: TRbeta-SRC2 interaction inhibition; P10828; TRbeta-SRC2 peptide binding, fluorescence polarization; receptor liganded with 1 µM T3; Potency, µM (top dose mostly 106 µM), without a hit: at the highest dose activity change, negative = inhibition, hits mostly inhibitors; actives 0.065% (n = 280,000);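 further: plate controls were bound peptide for no effect and peptide without receptor for full effect; nearly all actives have a fitted effect of over 50% in size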
#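 Human TRb LBD (0.6 uM) plus Texas Red-labeled SRC2 peptide (20 nM), 1uM T3, 5% DMSO, 5 hr at ambient temperature. Decreased polarization (555/632 nm) flags inhibition; data normalized to free and bound peptide controls.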
# GoLoco inh red: RGS12 GoLoco-Gai1 interaction inhibition. P63096. Gai1:RGS12 GoLoco peptide FP, rhodamine, 10 min. Potency, µM (doses to about 61.6 µM), for inactives: top-dose activity, negative = inhibition, actives largely listed as inhibitors. actives 0.44% (n = 230,000); active means well fitted inhibition curve with a large enough effect, not every such curve was filed as active; inactive means no such curve, though single readings can be large or run the other way; further: nearly all actives have a fitted effect of over 30% in size; many of its hits are not listed in these tables
# Tau fibril ThT: blocks human tau fibril formation measured by thioflavin T. actives 2.1% (n = 270,000). recombinant tau K18 P301L (four-repeat tau fragment), heparin-induced fibrillization, ThT fluorescence. AID 1460. P10636. Potency, µM (titrated, usually from 57.4 µM), without a hit: at the highest dose activity, negative = inhibition, usual class: inhibitors; further: nearly all actives have a fitted effect of over 55% in size
#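 K18 P301L tau (15 uM + 0.24 uM Alexa 594-tagged), heparin 20 uM, NaOAc pH 7, 6 h 37 C; ThT 30 uM, 1 h RT, ex 450/em 510 nm.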
# Tau fibril FP: tau fibrillization inhibition (FP). K18 P301L tau heparin fibrillization, Alexa594 FP, 6 h. Potency, µM (doses to about 57.7 µM), for the others: at the highest dose activity, negative = inhibition, hits mostly inhibitors. actives 0.39% (n = 280,000). AID 1468; further: nearly all actives have a fitted effect of over 55% in size
#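 K18 P301L tau (15 uM unlabeled/0.24 uM Alexa 594-labeled, final) + compound + heparin 20 uM final; 100 mM NaOAc pH 7; 6 hr 37 C; ThT 30 uM final added, 1 hr RT; FP ex 555/em 632 nm.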
# L3MBTL1 inh: blocks human L3MBTL1; Potency, µM (doses to about 57.1 µM), without a hit: at the top dose activity, negative = inhibition, hits mostly inhibitors; actives 0.66% (n = 230,000); Q9Y468; AlphaScreen L3MBTL1–H3K9me1 peptide binding; further: nearly all actives have a fitted effect of over 60% in size
#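 Read-out is AlphaScreen signal from streptavidin donor and nickel chelate acceptor beads (10 ug/mL final each) bridging L3MBTL1 (50 nM) and biotinylated K9-monomethylated H3(1-15) peptide (75 nM), after 30 min compound exposure at room temperature.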
# KDM4E inh: inhibitors of human JMJD2E histone demethylase; B2RXH2; JMJD2E catalytic domain, FDH-coupled NADH fluorescence (FDH is formaldehyde dehydrogenase); Potency, µM (series often up to 57.1 µM), without a hit: at the highest dose activity change, negative = inhibition, hits mostly inhibitors; actives 1.6% (n = 230,000); AID 2147; active means well fitted inhibition curve with a large enough effect, not every such curve was filed as active; inconclusive means small, poorly fitted or top-dose-only effect, or another doubt; inactive means no such curve, though single readings can be large or run the other way;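 further: 0% = wells with enzyme and -100% = buffer wells without enzyme; nearly all actives have a fitted effect of over 50% in size; many of its hits are not listed in these tables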
# Target sequence (B2RXH2 1-337 limits assumed): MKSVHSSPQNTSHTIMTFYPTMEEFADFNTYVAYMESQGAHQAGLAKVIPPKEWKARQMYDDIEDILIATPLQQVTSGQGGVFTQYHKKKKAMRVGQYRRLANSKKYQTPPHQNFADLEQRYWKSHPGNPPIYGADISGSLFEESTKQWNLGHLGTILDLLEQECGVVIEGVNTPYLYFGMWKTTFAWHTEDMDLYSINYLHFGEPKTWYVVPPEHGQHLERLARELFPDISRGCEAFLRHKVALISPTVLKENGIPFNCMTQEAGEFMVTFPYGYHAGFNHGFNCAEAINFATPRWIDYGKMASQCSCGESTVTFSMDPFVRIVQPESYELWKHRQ
# The depositor's hits bear a star; i = inactive; u = inconclusive; x = no result given; & = joins results of further samples; [ ] = remark or other dose. Unless noted, the call rests on the fitted dose curve; in most records, active means well fitted curve in the direction sought with a large enough effect; inconclusive means small, poorly fitted or top-dose-only effect, or another doubt; inactive means no such curve, though single readings can be large; an effect the other way counts as inactive or inconclusive. Unless noted, on the % scale 0 is the no-effect control and ±100 the full control effect; potency means the concentration at half of the fitted maximal effect. The list is partial; the hit share may differ from the screen's.
SMILES,TR SRC2 fluor cs,RECQ1 inh,TRb SRC2 PPI,GoLoco inh red,Tau fibril ThT,Tau fibril FP,L3MBTL1 inh,KDM4E inh
Cc1ccc2[nH]c3c(=O)n(CCCN4CCN(C)CC4)cnc3c2c1,-2.4%&2.3%,1.0%&5.3%,3.0%&2.2%,7.6%&4.2%,-1.2%&-9.0%,-2.5%&-3.6%,x,u
CCCCC(=O)Nc1ccc(NC(=O)c2cnccn2)cn1,-2.6%,i,-1.2%,-2.7%,u,-4.8%,-0.7%,-5.1%
Cc1ccccc1CCNC(=O)c1cc2ccccn2n1,0.3%,x,2.0%,x,-13.5%,-3.9%,x,x
Cn1c(CN2CCN(C(=O)c3ccccc3)CC2)nc2cc([N+](=O)[O-])ccc21,-5.0%,i,-0.5%,14.5%,-8.0%,3.4%,-2.3%,-8.8%
CN(C)C=NC(=O)c1cc(C(=O)c2ccc(Cl)cc2)c[nH]1,-6.2%,18.7%,-3.9%,-2.2%,11.3%,-1.3%,30.7%[activator],21.5%
COc1ccc(-c2nc(CCl)cs2)cc1,0.4%,-3.3%,-1.3%,5.6%,-17.4%,-0.7%,6.8%,u
CNc1nc(-c2ccccc2)[n+](-c2ccc(C)cc2)s1,-3.6%,-6.0%,-3.0%,x,0.0%,3.8%,-4.7%,-2.6%
N#Cc1c(/N=C\c2ccc(O)c([N+](=O)[O-])c2)sc2c1CCCC2,-7.4%,3.1%,10.8%,-15.8%,u,-0.6%,x,u
CCn1cc(/C=N/O)c(C)n1,-0.7%,-2.3%,-5.6%,3.4%,2.6%,5.0%,x,9.3%
Cc1cccc(N2CC(C(=O)Nc3nnc(SCC(=O)Nc4nccs4)s3)CC2=O)c1 (stereo not given),-1.4%[53 µM],-6.2%,-9.1%[53 µM],14.1%,-0.2%,-2.8%,-4.8%,-4.8%
CCOC(=O)c1cc(C#N)c(SCC(=O)O)[nH]c1=O,-8.5%,-9.9%,2.3%,-1.6%,-4.5%,-3.9%,6.0%,u
CC(C)CCNC(=O)NC(=O)CSc1nnc(-c2ccccc2Br)o1,-2.7%,-3.7%,-2.9%,-3.1%,u,0.4%,x,2.3%
C=CCC(Nc1ccc(OC)cc1)C(=O)OCC (stereo not given),-2.3%,-0.6%,-0.8%,0.5%,3.2%,0.9%,x,9.6%
O=C(Nc1ccc(Nc2ccccc2)cc1)c1ccco1,-3.2%,-2.0%,-14.3%,7.0%,u,14.2%,-11.5%,-0.1%
O=c1oc2ccccc2n1CCn1c2ccccc2c2nc3ccccc3nc21,-1.6%,-8.1%,-4.8%,16.6%,-4.5%,0.0%,-7.7%,6.0%
C=CCN(CC=C)C(=O)Nc1ccc2nc(C)sc2c1,-0.5%,12.2%,7.0%,-2.1%,-9.0%,4.7%,2.6%,3.9%
CCOP(=O)(OCC)C(O)c1cc(OC)c(OC)c(OC)c1 (stereo not given),2.0%,1.6%,-5.9%,-8.0%,8.4%,4.7%,u,-0.7%
O=c1[nH]nc(N/N=C/c2ccccc2OC(F)F)c(=O)[nH]1,-2.4%,1.4%,-1.5%,8.2%,-2.8%,0.3%,0.3%,-9.1%
Cc1c(Cl)cccc1NC(=O)C(C)n1c(=O)cc(-c2ccccc2)c2c(C)nn(C)c21 (stereo not given),-2.8%,x,-0.9%,x,-7.8%,-6.5%,x,x
COC(=O)c1c(C)oc(C)c1S(=O)(=O)N(Cc1ccccc1)C(C)C,-4.4%,-0.2%,-3.0%,10.4%,-10.8%,-8.9%,-1.4%,1.1%
Cc1ccc(CN2CCN(C/C(Cl)=C/c3ccccc3)CC2CCO)o1 (stereo not given),1.3%,i,-1.6%,17.8%,-14.5%,-11.0%,-9.2%,-1.2%
C=CCn1c(SCC(N)=O)nc2nc3c(cc2c1=O)COC(C)(C)C3,-3.3%,-4.9%,5.6%,0.0%,-1.5%,-1.6%,0.3%,u
Cc1ccc2nsnc2c1NC(=O)COc1ccccc1F,-1.8%,i,-6.2%,21.9%,-1.8%,-0.4%,0.1%,u
C=CC1=C(C(=O)O)N2C(=O)[C@@H](NC(=O)/C(=N\OCC(=O)O)c3csc(N)n3)[C@@H]2SC1,-2.0%[53 µM],-1.7%[25.9 µM],0.4%[53 µM],5.1%[21.6 µM],x,x,x,-6.9%[25.5 µM]
CC(C)(C)OC(=O)N1CCC(C(=O)O)CC1,-1.5%,-13.6%,-23.8%,-15.3%,-4.3%,-9.7%,x,-3.2%
CCOc1cc(/C=N\Nc2ccc([N+](=O)[O-])cc2)ccc1OCC(=O)Nc1ccc(C)c(C)c1,-1.1%,-8.0%,4.5%,9.5%,2.24µM*,12.2%,-5.8%,-0.4%
COCC(C)n1c(C)cc(C(=O)CSc2ncccn2)c1C (stereo not given),3.3%,i,0.2%,28.7%,-7.5%,2.7%,-2.6%,2.6%
COc1ccc(NC(=O)c2cc(S(=O)(=O)N3CCOCC3)ccc2OC)cc1,-3.3%,x,-3.7%,x,-2.0%,-4.8%,x,x
C/C(=N\NC(=S)NC1CCCCC1)c1cccs1,-0.6%,10.6%,-4.1%,15.1%,1.9%,-10.6%,-24.2%[11.4 µM],1.9%
Cc1nnc(N2CCOCC2)c2ccccc12,-0.4%,-14.1%,-14.6%,x,-3.3%,-0.1%,0.7%,-3.2%

# Carrying on.
# Second line of a record: TR SRC2 fluor cs, RECQ1 inh, TRb SRC2 PPI, GoLoco inh red, Tau fibril ThT, Tau fibril FP, L3MBTL1 inh, KDM4E inh
CCOc1ccc(-c2nnc3sc(COc4ccccc4)nn23)cc1
→ -1.6%, i, 4.6%, 2.5%, -14.7%, -2.1%, x, 7.7%
Cc1ccc(CCNC(=O)c2ccc(CS(=O)(=O)Cc3cccc(C)c3)o2)cc1
→ 0.4%, x, 2.1%, x, -3.3%, 2.1%, x, x
CN1CCN(C(c2ccccc2)c2sc3nc(-c4ccco4)nn3c2O)CC1 (stereo not given)
→ -1.4%, x, -1.5%, x, -2.6%, -2.5%, x, x
Cc1cc(Cl)ccc1OCC(=O)N1CCCCC1
→ -1.7%, -1.5%, 2.1%, 8.1%, -2.7%, -6.0%, 2.3%, 2.5%
CCOc1ccc(CCNC(=O)c2c3c(nc4ccccc24)C(=O)N(C2CCCCC2)C3)cc1
→ -3.6%, x, 4.4%, x, -9.5%, u, x, x
Cc1ccccc1-c1ncc(CN2CCN(C3CCCC3)C(CCO)C2)cn1 (stereo not given)
→ -1.3%, -5.8%, -4.8%, 14.6%, -6.4%, -1.8%, -6.2%, 7.3%
O=C1c2ccccc2C(=O)N1CC(O)CN1CCOCC1 (stereo not given)
→ -3.9%, 0.4%, 0.6%, -4.1%, -7.4%, -1.5%, 10.1%, 8.1%
CCOc1ccc(NC(=O)CN2CCN(CC(=O)Nc3ccc4c(c3)OCCO4)CC2)cc1
→ -8.6%, -17.3%, -3.4%, 2.4%, -1.7%, -7.2%, x, -0.1%
CCc1c(C)nc2ncnn2c1N1CCC(C(=O)N2CCN(c3ccc(F)cc3)CC2)CC1
→ -0.3%, -10.4%, -5.4%, -0.8%, u, 0.8%, -3.3%, -0.1%
COc1ccc2cc(C(C)c3nc4ccccc4c(=O)n3N)ccc2c1 (stereo not given)
→ -0.4%, 28.2µM*, 0.0%, 4.0%, -11.7%, -1.6%, -12.4%, -22.5%
Nc1c(S(=O)(=O)c2ccccc2)c2nc3ccccc3nc2n1Cc1ccco1
→ 2.7%, -7.2%, 10.7%, 85.0%[activator], -5.9%, -11.4%, 0.6%, u
COc1ccc(CCNC(=O)/C(C#N)=C/c2ccc(OCC(=O)NCC3CCCO3)cc2)cc1OC (stereo not given)
→ -1.0%[53 µM], i, 1.0%[53 µM], 13.1%, -17.4%, -5.4%, -0.7%, -20.0%
CCCCC1CC(CSc2ncn[nH]2)OC1=O (stereo not given)
→ -0.7%, -7.2%, 0.0%, 0.4%, 6.4%, 0.8%, 7.7%, -5.6%
NS(=O)(=O)c1ccc(O)c(N2C(=O)c3cccc4c(C(=O)O)ccc(c34)C2=O)c1
→ -3.4%, 19.5%, -2.4%, 14.1%, -3.8%, -1.0%, -11.1%, -14.0%
CC1CCCCN1CCn1c(=S)[nH]c2cc3c(cc2c1=O)OCO3 (stereo not given)
→ -0.5%, -5.9%, 0.6%, -2.4%, -15.6%, -12.3%, x, -5.1%
Cc1cc2oc(C(=O)N(Cc3ccccc3)c3ccccn3)cc(=O)c2cc1Cl
→ -3.7%, 6.6%, 0.9%, 6.3%, -0.4%, -7.0%, x, -6.5%
CCOC(=O)c1cnc2ccc(OCC)cc2c1Nc1ccc(OCc2ccccc2Cl)cc1
→ 3.0%, x, 1.1%, x, u, 6.5%, x, x

# Ordered by molar mass (largest number first): four of the compounds above.
# Second line of a record: TR SRC2 fluor cs, RECQ1 inh, TRb SRC2 PPI, GoLoco inh red, Tau fibril ThT, Tau fibril FP, L3MBTL1 inh, KDM4E inh
COc1ccc(CCNC(=O)/C(C#N)=C/c2ccc(OCC(=O)NCC3CCCO3)cc2)cc1OC (stereo not given)
→ -1.0%[53 µM], i, 1.0%[53 µM], 13.1%, -17.4%, -5.4%, -0.7%, -20.0%
Cc1ccccc1-c1ncc(CN2CCN(C3CCCC3)C(CCO)C2)cn1 (stereo not given)
→ -1.3%, -5.8%, -4.8%, 14.6%, -6.4%, -1.8%, -6.2%, 7.3%
CCOc1ccc(-c2nnc3sc(COc4ccccc4)nn23)cc1
→ -1.6%, i, 4.6%, 2.5%, -14.7%, -2.1%, x, 7.7%
CN(C)C=NC(=O)c1cc(C(=O)c2ccc(Cl)cc2)c[nH]1
→ -6.2%, 18.7%, -3.9%, -2.2%, 11.3%, -1.3%, 30.7%[activator], 21.5%
